LYP inh 2 = PTPN22 phosphatase inhibitors, primary screen, biochemical, DiFMUP fluorescence, 2 µM; inhibition, % at 2 µM; AID 640, 2007; actives 0.21% (n = 96,000); recombinant LYP catalytic domain;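 active means inhibition at 2 µM at or above a set limit, the screen mean plus 3 SD, cut at about 24% in these data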;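 further: 0% = DMSO with enzyme and 100% = enzyme fully blocked by orthovanadate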
PLK1 kinase inh = human PLK1 kinase inhibitors, primary screen, biochemical, TR-FRET; recombinant PLK1 kinase, TR-FRET peptide phosphorylation; inhibition, % at 10 µM; actives 0.53% (n = 97,000); Serine/threonine-protein kinase PLK1 (Homo sapiens), P53350;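 active means inhibition of 50% or more in the single-concentration screen; inactive means inhibition below 50%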;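 further: 0% = DMSO max control and 100% = H-89 dihydrochloride min control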
FAK blocker = FAK kinase inhibitors, primary screen, biochemical | Focal adhesion kinase 1 (Homo sapiens), Q05397 | biochemical FAK kinase activity assay | actives 0.84% (n = 97,000) | inhibition, %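 (tested at 7 µM)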; in the data active means inhibition above about 19%;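 further: 0% = DMSO and 100% = reference compound high control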
Target sequence (Q05397 whole entry, looked up): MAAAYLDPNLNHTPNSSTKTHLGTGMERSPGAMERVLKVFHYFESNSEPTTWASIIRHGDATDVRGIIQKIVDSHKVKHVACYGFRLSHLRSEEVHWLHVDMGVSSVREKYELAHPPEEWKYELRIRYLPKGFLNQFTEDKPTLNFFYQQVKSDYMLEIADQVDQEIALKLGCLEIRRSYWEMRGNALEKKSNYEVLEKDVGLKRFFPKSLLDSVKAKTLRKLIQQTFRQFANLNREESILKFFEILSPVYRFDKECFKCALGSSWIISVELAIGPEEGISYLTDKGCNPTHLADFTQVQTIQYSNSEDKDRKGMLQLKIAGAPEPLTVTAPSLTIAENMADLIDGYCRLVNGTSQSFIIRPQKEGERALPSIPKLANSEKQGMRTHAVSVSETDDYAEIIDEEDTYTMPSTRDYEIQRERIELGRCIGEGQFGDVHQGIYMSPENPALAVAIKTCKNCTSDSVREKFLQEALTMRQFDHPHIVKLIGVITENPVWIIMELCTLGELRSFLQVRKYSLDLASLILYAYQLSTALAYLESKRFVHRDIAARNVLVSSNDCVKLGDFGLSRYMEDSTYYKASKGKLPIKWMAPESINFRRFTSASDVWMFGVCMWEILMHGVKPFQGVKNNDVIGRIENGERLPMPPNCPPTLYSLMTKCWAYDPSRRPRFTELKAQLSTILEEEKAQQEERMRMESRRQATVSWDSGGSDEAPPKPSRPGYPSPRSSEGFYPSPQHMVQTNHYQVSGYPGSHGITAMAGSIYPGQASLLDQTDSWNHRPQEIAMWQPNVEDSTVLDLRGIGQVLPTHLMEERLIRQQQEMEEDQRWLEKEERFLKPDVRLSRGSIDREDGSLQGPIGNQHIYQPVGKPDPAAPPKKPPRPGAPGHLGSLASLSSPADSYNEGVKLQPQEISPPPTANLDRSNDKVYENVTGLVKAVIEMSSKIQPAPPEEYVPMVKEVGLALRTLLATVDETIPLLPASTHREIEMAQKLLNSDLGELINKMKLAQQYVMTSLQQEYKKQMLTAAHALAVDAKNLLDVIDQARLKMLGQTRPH
PTPN22 act = LYP phosphatase activators, primary screen, biochemical, DiFMUP fluorescence, 2 µM. recombinant LYP; 0 = plate median, 100 = signal doubled. actives 0.11% (n = 96,000). activation, % at 2 µM;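 active means activation at 2 µM above a set limit, the mean plus 5 SD, cut at about 37% in these data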
EphB4 antag = EphB4-ephrin-B2 interaction antagonists, primary screen, biochemical, TNYL-RAW peptide probe, fluorescence polarization; EphB4 LBD / TNYL-RAW-Alexa532 peptide; inhibition, % at 7 µM; actives 0.15% (n = 97,000); AID 720, 2007;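 active means inhibition above the screen-wide mean inhibition plus 3 SD, cut at about 15% in these data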;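 further: 0% = DMSO wells and 100% = excess unlabeled TNYL-RAW peptide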
PTK2B oligo ant = antagonists of Pyk2 self-association, primary screen, Q293 cells, FERM NanoBiT luminescence, HTS. Protein-tyrosine kinase 2-beta (Homo sapiens), Q14289. hits give low values. z-score (the deposit names both 25 µM and 10 µM). actives 0.83% (n = 99,000). AID 1347419, 2020;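 active means Z-score of -3 or lower, scaled per plate to the spread of control and sample wells; inactive means z-score above -3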;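 further: negative z-score means lost luminescence so less FERM oligomerization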
HIV Rev-RRE inh = HIV-1 Rev-RRE binding inhibitors, primary screen, biochemical, FRET, protein-RNA interaction; actives 0.79% (n = 97,000); Rev peptide-RRE RNA binding; P05866; AID 704, 2007; inhibition, % at 8 µM;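 active means inhibition above the screen-wide mean plus 3 SD, cut at about 35% in these data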;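 further: 0% = median DMSO wells and 100% = median Neomycin B control wells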
Target sequence (P05866 whole entry, looked up): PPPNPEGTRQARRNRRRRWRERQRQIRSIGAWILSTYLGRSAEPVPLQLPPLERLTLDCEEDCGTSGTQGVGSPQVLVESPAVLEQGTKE
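Probe or stimulus: fluorescein-Rev peptide as binding partner; assay system: Cy5-tagged RRE RNA duplex with fluorescein-tagged Rev peptide; timing: 5 min compound–RNA preincubation, then 15 min with peptide, 25 °C; medium: HEPES pH 7.5 buffer with KCl, MgCl2, NaCl and EDTA; signal: fluorescein-to-Cy5 FRET, 480 nm excitation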
PLK1 PBD inh = Plk1 polo box domain binding inhibitors, primary screen, biochemical, fluorescence polarization; Serine/threonine-protein kinase PLK1 (Homo sapiens), P53350; Plk1 PBD phosphopeptide binding; inhibition, %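 (tested at about 20 µM)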; actives 0.13% (n = 97,000); in the data active means inhibition above about 34%, passing the limit was not always enough
cytoskel mod = modifiers of F-actin cytoskeleton organization, primary screen, imaging, HUVEC, phalloidin staining, high-content imaging | HUVEC TNFa F-actin phalloidin imaging | inhibition, % at 2 µM | actives 0.18% (n = 91,000) | AID 836, 2007;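 active means inhibition above the batch mean plus 3 SD and confirmed as a hit by visual image inspection, cut at about 30% in these data, passing the limit was not always enough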; further: strong numbers were not always called active
An asterisk follows results filed as active; . = not tested or not shown.

Value order: LYP inh 2	PLK1 kinase inh	FAK blocker	PTPN22 act	EphB4 antag	PTK2B oligo ant	HIV Rev-RRE inh	PLK1 PBD inh	cytoskel mod
1. O=C(COc1nnnc2ccccc12)N1CCCc2ccccc21
 : 5	1	-1	1	3	0.38	4	9	24
2. CCN(C(=O)c1ccccc1Cl)c1ccccc1
 : 0	-13	-2	-4	-2	1.4	5	-18	12
3. CCc1ccc(NC(=O)C2CC(=O)N=C(N)S2)cc1 (stereo not given)
 : 3	-12	1	0	-6	0.41	3	-5	-11
4. Cc1ccc(-n2ncc3c(Nc4cccc(C(=O)O)c4)ncnc32)cc1
 : -4	-3	1	6	1	-1.1	0	-17	16
5. N/C(=N\OC(=O)c1ccccc1Cl)c1ccccn1
 : -2	-14	4	3	-3	-0.16	9	14	51
6. COC(=O)c1cccc(S(=O)(=O)N(Cc2ccco2)Cc2cc3cc(OC)ccc3[nH]c2=O)c1
 : 3	2	0	-2	3	0.02	5	-22	.
7. Cc1ccc(C(=O)c2cc([N+](=O)[O-])ccc2N2CCOCC2)c(C)c1
 : 7	-5	3	-6	-5	-0.82	11	22	-41
8. O=C(NCCc1ccccc1)C1CCN(S(=O)(=O)c2cccc3nsnc23)CC1
 : -6	0	4	3	0	0.54	6	-7	26
9. O=C(O)CSc1ccccc1C(=O)O
 : -12	-5	0	8	-5	0.14	4	-14	.
10. NC(=O)C1(N2CCCCC2)CCN(C(=O)CSc2nc3ccccc3o2)CC1
 : 13	-11	1	-13	1	0.78	5	-24	13
11. O=S(=O)(Nn1cnnc1)c1ccccc1
 : -2	-5	0	1	-2	-0.8	6	-6	.
12. O=C(Nc1cccc(C(F)(F)F)c1)N(Cc1ccc(Cl)cc1)CC(O)C(F)(F)F (stereo not given)
 : 8	-11	-3	-5	6	-0.06	18	3	23
13. Cn1cnnc1SCC(=O)Nc1cccc(C(=O)O)c1
 : 7	-12	0	-8	1	0.05	1	-9	10
14. Cc1c(/C(O)=C2/C(=O)C(=O)N(CCN3CCOCC3)C2c2cccs2)cnn1-c1ccccc1 (stereo not given)
 : 4	-11	1	-5	5	1.8	5	0	-6
15. CC(=O)Nc1ccc(Oc2ncccn2)c(Cl)c1
 : -7	-21	1	8	-3	0.13	2	18	-8
16. O=C(Nc1ccncc1)c1ccc2c(c1)C(=O)N(C1CCCCC1)C2=O
 : 1	6	2	-1	-6	-1.9	-1	17	.
17. COc1ccc(CN(Cc2cc3cccc(C)c3[nH]c2=O)C(=O)N(C)C)cc1
 : 8	2	-3	-8	-4	0.83	5	-9	9
18. O=C1Nc2cc(Cl)c(Cl)cc2N(O)N1c1ccc(Cl)c(Cl)c1
 : 2	-6	-2	-5	0	-0.04	0	5	3
19. O=C(Nc1ccc(N2CCCCC2)cc1)c1ccccc1
 : -5	-22	5	2	3	-0.18	-4	-7	-9
20. Cc1cc(=O)[nH]c(N2CCc3ccccc3C2)n1
 : -11	-21	1	9	-1	0.05	9	-5	4
21. Oc1ccccc1N1CCN(c2ncccn2)CC1
 : 1	-11	0	-2	1	0.12	-1	-3	-19
22. CN(C)S(=O)(=O)Oc1ccsc1C(=O)Nc1ccc(Cl)c(Cl)c1
 : 6	-10	-2	-2	3	-1.6	10	-4	7
23. CC1CCN(C(=O)c2cc(-c3ccccc3O)on2)CC1
 : 7	2	3	-7	0	.	25	3	6
24. Nc1ccc(Sc2nnnn2-c2ccccc2)c(Cl)c1
 : -4	-6	-2	5	4	-3	7	-6	-21
25. CCS(=O)c1ccccc1C(=O)O (stereo not given)
 : 2	-14	0	-4	-4	0.13	5	-8	8
26. CCc1nc(N2CCCC2C(=O)O)c2oc3ccccc3c2n1 (stereo not given)
 : -2	-7	-2	1	-8	0.88	7	-25	-21
27. CCOC(=O)c1ccc(NC(=O)CC2OCCN(CC)C2=O)cc1 (stereo not given)
 : 8	-8	-1	-9	-1	0.47	9	-20	14
28. CCc1cc(=O)n2c([nH]c3ccccc32)c1C#N
 : 3	4	3	-1	8	-2.2	23	-29	14
29. COc1ccc(OC)c(NC(=O)C23CC4CC(C2)CC(n2cnc(Br)n2)(C4)C3)c1
 : 9	-17	1	-8	-2	-0.06	10	7	-32
30. CCC(C)N(CCNC(=O)CC1Oc2ccccc2NC1=O)C1CCCCC1 (stereo not given)
 : -9	-6	-2	7	1	.	4	-12	-3

Laid out differently: results already given
| # | LYP inh 2 | PLK1 kinase inh | FAK blocker | PTPN22 act | EphB4 antag | PTK2B oligo ant | HIV Rev-RRE inh | PLK1 PBD inh | cytoskel mod | SMILES |
| --- | --- | --- | --- | --- | --- | --- | --- | --- | --- | --- |
| 16 | 1 | 6 | 2 | -1 | -6 | -1.9 | -1 | 17 | . | O=C(Nc1ccncc1)c1ccc2c(c1)C(=O)N(C1CCCCC1)C2=O |
| 17 | 8 | 2 | -3 | -8 | -4 | 0.83 | 5 | -9 | 9 | COc1ccc(CN(Cc2cc3cccc(C)c3[nH]c2=O)C(=O)N(C)C)cc1 |
| 18 | 2 | -6 | -2 | -5 | 0 | -0.04 | 0 | 5 | 3 | O=C1Nc2cc(Cl)c(Cl)cc2N(O)N1c1ccc(Cl)c(Cl)c1 |
| 19 | -5 | -22 | 5 | 2 | 3 | -0.18 | -4 | -7 | -9 | O=C(Nc1ccc(N2CCCCC2)cc1)c1ccccc1 |
| 20 | -11 | -21 | 1 | 9 | -1 | 0.05 | 9 | -5 | 4 | Cc1cc(=O)[nH]c(N2CCc3ccccc3C2)n1 |
| 21 | 1 | -11 | 0 | -2 | 1 | 0.12 | -1 | -3 | -19 | Oc1ccccc1N1CCN(c2ncccn2)CC1 |
| 22 | 6 | -10 | -2 | -2 | 3 | -1.6 | 10 | -4 | 7 | CN(C)S(=O)(=O)Oc1ccsc1C(=O)Nc1ccc(Cl)c(Cl)c1 |
| 23 | 7 | 2 | 3 | -7 | 0 | . | 25 | 3 | 6 | CC1CCN(C(=O)c2cc(-c3ccccc3O)on2)CC1 |
| 24 | -4 | -6 | -2 | 5 | 4 | -3 | 7 | -6 | -21 | Nc1ccc(Sc2nnnn2-c2ccccc2)c(Cl)c1 |
| 25 | 2 | -14 | 0 | -4 | -4 | 0.13 | 5 | -8 | 8 | CCS(=O)c1ccccc1C(=O)O (stereo not given) |
| 26 | -2 | -7 | -2 | 1 | -8 | 0.88 | 7 | -25 | -21 | CCc1nc(N2CCCC2C(=O)O)c2oc3ccccc3c2n1 (stereo not given) |
| 27 | 8 | -8 | -1 | -9 | -1 | 0.47 | 9 | -20 | 14 | CCOC(=O)c1ccc(NC(=O)CC2OCCN(CC)C2=O)cc1 (stereo not given) |
| 28 | 3 | 4 | 3 | -1 | 8 | -2.2 | 23 | -29 | 14 | CCc1cc(=O)n2c([nH]c3ccccc32)c1C#N |
| 29 | 9 | -17 | 1 | -8 | -2 | -0.06 | 10 | 7 | -32 | COc1ccc(OC)c(NC(=O)C23CC4CC(C2)CC(n2cnc(Br)n2)(C4)C3)c1 |

Continued.
Value order: LYP inh 2	PLK1 kinase inh	FAK blocker	PTPN22 act	EphB4 antag	PTK2B oligo ant	HIV Rev-RRE inh	PLK1 PBD inh	cytoskel mod
31. O=C(c1ccc2c(c1)OCO2)N(Cc1ccco1)C1(C(=O)NC2CCCCC2)CCCCC1
 : -8	-12	1	8	-4	-1.4	-1	39	0
32. COc1ccc(NC(=O)c2cn(-c3ccccc3)nc2-c2cc3ccccc3o2)cc1
 : 4	-2	-5	2	-9	-4.5*	7	0	4
33. COc1cccc(-c2nnc(SCC(=O)Nc3cc(C)on3)n2C)c1
 : 1	-5	0	1	-1	0.81	3	-5	6
34. O=C(O)c1oc2ccccc2c1-n1cccc1
 : -15	-4	-5	10	-3	-0.39	1	-8	-12
35. COC(=O)Cn1cc(C#N)c2ccccc21
 : -7	-9	-1	7	-2	-0.53	2	-18	-13
36. C=CCNc1nc(-c2sc(NC(C)=O)nc2C)cs1
 : -11	13	-1	7	-2	0.36	0	15	0
37. CC(C)NCC(O)COc1c(F)cc(Br)cc1F (stereo not given)
 : -3	-7	0	3	11	0.33	8	-30	46
38. O=C(NCCCn1ccnc1)c1cc(-c2ccc(Cl)cc2)nc2ccccc12
 : 13	-5	3	-10	4	-1.1	6	-36	10
39. CC1CCCC(C)N1C(=O)CSc1nnc(-c2c[nH]c3ccccc23)o1 (stereo not given)
 : 0	-3	2	-1	5	-1.5	5	-5	11
40. O=C(Cc1ccccc1)NN1C(=O)C2C3C=CC(C3)C2C1=O (stereo not given)
 : 6	-13	3	-3	-3	-0.87	6	-34	20
41. CCC(=O)N1CCN(c2ccc(Cl)cc2NC(=O)c2ccc(Br)o2)CC1
 : -2	-9	18	2	-2	0.69	6	-10	10
42. Cn1c(=O)c2c(nc(NCc3ccco3)n2Cc2ccc(Cl)cc2Cl)n(C)c1=O
 : 12	1	1	-13	-2	-0.28	2	-18	-19
43. Cc1cc(/C=C2/SC(=S)N(c3cccc(Cl)c3)C2=O)c(C)n1-c1cccnc1
 : 10	-27	3	-4	2	0.16	39*	-115	.
44. CCCN1C(=O)/C(=C/c2cc(C)n(C)c2C)SC1=Nc1ccc(OCC)cc1
 : -3	-15	0	8	-1	0.54	0	1	18
45. Cc1[nH]nc2nc(SCC(=O)NCC3CCCO3)n(-c3ccc(Br)cc3)c(=N)c12 (stereo not given)
 : -8	-15	11	7	-2	-0.17	6	17	-8
46. Nc1ccc(Nc2ccncc2[N+](=O)[O-])cc1
 : 7	19	0	-6	-3	0.06	0	-20	8
47. CC(=O)Nc1nc2ccccc2n1CCOc1ccccc1
 : -5	-12	-2	2	-14	0.84	6	-2	-11
48. COC(=O)CNC(=O)COc1ccccc1
 : 14	-1	2	-12	1	0.03	5	10	-9
49. COCCN(C(=O)Cc1cccs1)C(C(=O)NCc1ccc(OC)cc1)c1ccc(OC)cc1 (stereo not given)
 : .	-2	0	.	3	0.22	4	8	.
50. COc1ccccc1NC(=S)NNC(=O)c1ccccc1
 : 0	-4	-2	-4	-1	0.58	6	-13	0
51. C[C@H](NC(=O)OC(C)(C)C)c1nnc(SCC(N)=O)o1
 : -6	0	-1	4	-6	0.71	6	3	-10
52. Cc1nn2c(NCC(C)C)c3c(nc2c1-c1ccccc1)CCC3
 : 0	-10	0	3	4	0.02	5	-2	-3
53. Cc1ccccc1OCc1nnc(SCC(=O)Nc2ccc3nc(SCC(=O)NC(C)(C)C)sc3c2)n1C
 : -1	-11	-1	-2	3	-0.05	2	21	22
54. CCN(CC)C(=O)CNC(=O)Cc1ccc(Cl)cc1
 : -18	-3	2	16	-3	1.4	6	-11	20
55. CCn1ncc(C2=NOC(C(=O)Nc3cnn(C45CC6CC(CC(C6)C4)C5)c3)C2)c1C (stereo not given)
 : 2	-9	-1	-5	0	-1.5	9	27	-10
56. O=C(NCCc1ccccn1)c1cccc(S(=O)(=O)N2CCCCCC2)c1
 : -4	-15	-1	4	1	0.83	1	-8	-8
57. CCOC(=O)N1CCC(N2C(=O)c3ccccc3C2Nc2ccc3c(C)cc(=O)oc3c2)CC1 (stereo not given)
 : -12	-5	-1	10	-3	.	6	10	-12
58. O=C(CSc1ncccn1)N1CCN(C(c2ccccc2)c2ccccc2)CC1
 : 9	5	1	-12	0	-1.4	-4	4	10
59. O=C(Nc1ccc(-c2nc3ccccc3o2)c(O)c1)c1cc(-n2cnnc2)ccc1Cl
 : 2	-11	4	-3	-1	-0.26	9	-36	-1
60. COc1cc(/C=N/O)cc(Br)c1OCc1ccc(Cl)cc1
 : 6	3	2	0	-3	-1.6	13	-3	2
61. COC(=O)N1CCN(S(=O)(=O)c2ccc(F)cc2)CC1
 : -10	-10	0	6	9	0.89	8	-4	2
